High-throughput results from PubChem.
CCR6 antag: blocks CCL20-driven beta-arrestin recruitment at human CCR6 | P51684 | CHO-K1 CCR6 PathHunter beta-arrestin, luminescence, CCL20-stimulated | inhibition, % at 20 µM | hit rate 0.49% among 340,000 | AID 493098;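 active means compounds whose inhibition of the agonist-driven luminescence signal at 20 µM reaches about 50%, limit read from the data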;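 further: cells stimulated with CCL20 at 14 nM final; plate controls were DMSO with CCL20 for no effect and DMSO without agonist for full effect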
ATG4B inhibitor: ATG4B (human) cysteine protease inhibition; ATG4B cleavage of LC3-PLA2, NBD-HPC fluorescence, 1 h; Q9Y4P1; inhibition, % at 8.33 µM; hit rate 0.51% among 340,000; AID 504462; in the data active means inhibition above about 40%
CXCR6 inh: inhibitors of human CXCR6 receptor; AID 602244; inhibition, % at 20 µM; O00574; CHO-K1 PathHunter CXCR6 beta-arrestin, luminescence; hit rate 0.36% among 360,000; in the data active means inhibition above about 34%, passing the limit was not always enough;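 further: antagonist mode with CXCL16 agonist at 10 nM final; 0% = 10 nM CXCL16 with DMSO and 100% = unstimulated wells without agonist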
Target sequence (O00574 whole entry, looked up): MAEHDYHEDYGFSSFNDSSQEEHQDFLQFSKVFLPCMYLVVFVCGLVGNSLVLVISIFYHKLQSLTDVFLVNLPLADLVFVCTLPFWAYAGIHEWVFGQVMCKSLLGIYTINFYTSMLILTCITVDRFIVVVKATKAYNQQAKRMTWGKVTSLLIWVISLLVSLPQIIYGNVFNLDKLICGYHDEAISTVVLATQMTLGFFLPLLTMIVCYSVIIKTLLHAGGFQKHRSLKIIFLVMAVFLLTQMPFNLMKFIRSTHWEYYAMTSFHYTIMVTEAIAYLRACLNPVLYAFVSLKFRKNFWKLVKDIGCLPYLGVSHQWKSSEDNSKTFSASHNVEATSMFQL
APJ antagonist: APJ receptor antagonism | CHO-K1 APJ beta-arrestin complementation, luminescence | inhibition, % at 20 µM | hit rate 0.32% among 330,000;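 active means inhibition above about 40% at 20 µM, limit read from the data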;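 further: cells challenged with 10 nM apelin-13 agonist together with compound; plate controls were apelin-13 plus DMSO wells for no effect and DMSO wells lacking apelin-13 for full effect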
Target sequence (P35414 whole entry, looked up): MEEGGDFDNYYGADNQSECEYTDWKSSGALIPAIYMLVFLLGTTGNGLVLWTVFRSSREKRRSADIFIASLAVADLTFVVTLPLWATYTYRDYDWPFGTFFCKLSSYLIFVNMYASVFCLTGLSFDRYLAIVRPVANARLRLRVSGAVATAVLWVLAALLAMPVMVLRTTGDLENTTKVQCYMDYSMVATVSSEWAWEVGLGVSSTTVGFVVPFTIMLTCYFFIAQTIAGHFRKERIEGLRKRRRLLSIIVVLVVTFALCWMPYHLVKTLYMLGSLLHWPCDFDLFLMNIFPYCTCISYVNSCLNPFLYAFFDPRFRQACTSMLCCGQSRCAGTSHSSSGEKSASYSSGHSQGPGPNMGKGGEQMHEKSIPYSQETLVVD
APJ agonist: activates the human apelin receptor APJ. activation, % at 20 µM. hit rate 0.11% among 330,000. AID 2520. P35414. CHO-K1 APJ PathHunter beta-arrestin, luminescence; 0% DMSO wells, 100% apelin;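 active means activation more than six SD over the plate average, tested at 20 µM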;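 further: 0% = DMSO alone and 100% = apelin-13 at 10 nM; some results filed as inactive read as strong as hits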
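Assay system: CHO-K1 cells stably expressing ProLink-tagged human APJ and arrestin–beta-gal acceptor. Compound dosing: 20 µM single point, 1% DMSO. Times: 16-18 h seeding, 90 min dark compound exposure, 60 min detection. Detection: beta-gal luminescence. Evaluation: APJ–arrestin association signal. Controls: negative DMSO alone, positive Apelin-13 at 10 nM.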
EBI2 block: EBI2 (human) antagonism | hit rate 0.81% among 360,000 | inhibition, % at 5 µM | EBI2 beta-arrestin recruitment, luminescence, 7a,25-OHC stimulated; in the data active means inhibition above about 38%;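 further: enzyme fragment complementation signal reports receptor beta-arrestin coupling in cells; 0% = agonist plus DMSO wells and 100% = wells without agonist; some results beyond the cut were filed as inactive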
Target sequence (P32249 whole entry, looked up, the tested form may be a part): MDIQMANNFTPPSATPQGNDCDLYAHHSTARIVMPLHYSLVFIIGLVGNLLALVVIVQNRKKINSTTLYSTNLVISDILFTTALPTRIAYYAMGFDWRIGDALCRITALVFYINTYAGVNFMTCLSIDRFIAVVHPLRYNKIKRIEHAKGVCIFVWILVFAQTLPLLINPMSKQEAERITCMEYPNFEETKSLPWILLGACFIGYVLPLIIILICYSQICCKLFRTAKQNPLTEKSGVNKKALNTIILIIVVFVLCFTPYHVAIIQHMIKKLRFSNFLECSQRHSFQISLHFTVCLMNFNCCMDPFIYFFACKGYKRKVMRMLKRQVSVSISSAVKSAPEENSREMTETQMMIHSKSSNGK
UBC13 inh: blocks human UBC13 polyubiquitin chain formation; inhibition, % at 20 µM; P61088; TR-FRET; AID 485273; hit rate 0.47% among 330,000; in the data active means inhibition above about 45%, passing the limit was not always enough
Gli-Sufu antag: antagonists of Gli-Sufu signaling. Sufu-KO-LIGHT fibroblasts, Gli luciferase reporter luminescence. inhibition, % at 5 µM. hit rate 0.74% among 340,000. AID 588413;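 active means inhibition above about 55%, limit read from the data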;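 further: 0% = DMSO-treated cells and 100% = wells with medium but no cells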
* hit, by the source's call; / = no result given.

SMILES	CCR6 antag	ATG4B inhibitor	CXCR6 inh	APJ antagonist	APJ agonist	EBI2 block	UBC13 inh	Gli-Sufu antag
CN(C(=O)COC(=O)c1ccc2[nH]c3c(c2c1)CCCC3)C1CCS(=O)(=O)C1 (centres undefined)	-6	-11	-4	7	-2	-6	-4	-6
Nc1[nH]nc2c1NN(c1ccc(Cl)cc1Cl)N2	3	8	11	4	-2	-12	-20	-5
CN(CC(=O)Nc1cccc([N+](=O)[O-])c1)S(=O)(=O)c1ccccc1	13	6	8	-1	-1	6	6	-6
CC1(C)CC2CC(C)(CN2Cc2c(O)ccc3ccccc23)C1 (centres undefined)	10	-6	-6	-11	-1	3	1	6
Cc1cc(Cl)ccc1NC(=S)NCc1ccccc1	8	-3	-3	14	3	9	0	0
COc1cc(=O)[nH]c(SCc2c(F)c(F)c(F)c(F)c2F)n1	-6	21	4	14	-2	3	-1	2
CC(=O)Oc1ccc(N2C(=O)[C@@H]3[C@H](C2=O)[C@H]2c4ccccc4C=NN2[C@@H]3C(C)=O)cc1	3	-3	3	24	-2	8	3	-1
N/C(=N\OC(=O)c1ccc(Br)cc1)c1ccccc1	-22	-8	-13	-40	7	-1	-6	-71
Cc1cc(-n2cc(Br)c(=O)[nH]c2=O)nc(-c2ccccc2)n1	8	-1	1	-12	3	-3	10	2
CCOC(=O)CCCc1c[nH]c2ccccc12	8	-4	5	-3	0	-3	3	-9
O=C1/C(=C/c2cccnc2)SC(=NCc2ccccc2)N1Cc1ccccc1	13	-6	15	10	-5	12	-2	-2
COC(=O)CN(c1ccccc1)S(=O)(=O)c1cc(Br)ccc1OC	9	-10	92*	6	-1	-1	-12	-22
CC(C(=O)O)n1c2ccccc2c2cnn(C)c(=O)c21 (centres undefined)	14	3	-3	0	0	-5	-7	-26
CCn1c(CNc2ccc(F)cc2)nnc1SCC(=O)Nc1ccc(OC)cc1OC	12	-6	-4	4	2	-1	12	7
NC(=O)C1CCN(C(=O)C2CC(=O)N(c3ccc(F)cc3)C2)CC1 (centres undefined)	2	2	1	-7	-4	-12	9	14
COc1cccc(OCC(=O)N2CCCc3ccccc32)c1	12	-4	-1	16	0	10	2	12
O=c1[nH]cc(C(F)(F)F)cc1NS(=O)(=O)c1ccccc1[N+](=O)[O-]	3	-10	3	7	-2	-6	4	0
CCN(Cc1ccc(NC(C)=O)cc1)CC1CCCN(CCc2cccc(OC)c2)C1 (centres undefined)	7	-4	2	-8	1	4	-4	61*
CN(C(=O)/C=C/c1cnc2ccccc2c1)C1CCCCC1	7	2	3	4	-2	20	-9	-52
Cc1sc2ncnc(NCc3cccnc3)c2c1C	-3	-9	-3	18	-4	-2	7	-12
CCOC(=O)C1CCCN(C(=O)CCn2nnnc2CN2CCOCC2)C1 (centres undefined)	9	6	-1	-6	1	0	-10	0
Cc1nn(C(=O)c2ccco2)c(C)c1Sc1ccccc1	30	-1	-2	1	-4	3	4	/
O=c1c(Oc2ccccc2Br)c(C(F)(F)F)oc2c(CN3CCCC3)c(O)ccc12	14	-8	-2	-2	-1	-8	-5	3
CCOC(=O)C1=C(c2ccccc2)NC(SCC(=O)Nc2cccc(C)c2)=C(C#N)C1c1ccco1 (centres undefined)	13	48*	-4	16	-1	21	14	-1
CC(=O)c1ccc(NC(=S)N(Cc2ccccc2)C(C)C2CC2)cc1 (centres undefined)	3	1	4	-7	-3	-3	8	3
O=C(NC1CCCc2ccccc21)C1CCN(c2nnc(-n3cccc3)s2)CC1 (centres undefined)	-4	-2	9	1	-1	18	-7	-2
COc1ccc(NS(=O)(=O)c2cc(NS(=O)(=O)c3cccs3)ccc2C)cc1	14	1	16	-17	-4	-2	-4	-17
NS(=O)(=O)c1ccc(CCNC(=O)CNC(=O)c2ccc(F)cc2)cc1	-1	-8	-2	-2	-1	-8	4	32
Cc1ccc(Cn2nc(C)c(NC(=O)c3cc(C)no3)c2C)cc1	-11	-9	-6	-10	-3	-8	-8	-1
Cn1nnnc1N=N/C(=N/Nc1ccccc1)c1ccccc1	87*	-5	44*	37	-7	-4	-64	-1

Some of the entries so far, bar-delimited.
canonical_smiles | CCR6 antag | ATG4B inhibitor | CXCR6 inh | APJ antagonist | APJ agonist | EBI2 block | UBC13 inh | Gli-Sufu antag
COc1ccc(NS(=O)(=O)c2cc(NS(=O)(=O)c3cccs3)ccc2C)cc1 | 14 | 1 | 16 | -17 | -4 | -2 | -4 | -17
NS(=O)(=O)c1ccc(CCNC(=O)CNC(=O)c2ccc(F)cc2)cc1 | -1 | -8 | -2 | -2 | -1 | -8 | 4 | 32

Further structures:
SMILES	CCR6 antag	ATG4B inhibitor	CXCR6 inh	APJ antagonist	APJ agonist	EBI2 block	UBC13 inh	Gli-Sufu antag
CCOc1ccccc1NC(=O)N1CCC(c2nc3ccccc3[nH]2)CC1	13	2	-6	-1	-3	-16	1	11
CCNC(=S)Nc1ccc(Cl)c(C(F)(F)F)c1	-5	-10	-3	9	-2	-4	-2	-4
CCCn1cnc2c(SCc3ccccc3Cl)nc(N)nc21	14	9	-1	/	/	0	/	-13
COc1cc(C(=O)OCn2nnc3ccccc3c2=O)cc(OC)c1OC	0	-3	-15	4	2	-13	2	-37
Cc1ccc(SCC(=O)c2sc(-c3ccccc3)nc2C)cc1	6	3	6	13	0	0	-4	-11
NS(=O)(=O)c1ccc(CCNC(=O)CCNS(=O)(=O)c2ccccc2C(F)(F)F)cc1	5	-10	-10	1	4	-12	1	-2
O=C(COC(=O)/C=C/c1ccco1)NCCN1C(=O)CSC1=O	9	-2	-1	/	/	2	/	-18
O=C(Cc1ccc(Cl)c(Cl)c1)Nc1ccc2[nH]c(=O)[nH]c2c1	0	-3	-9	7	-7	10	4	-10
COc1ccc(CCNC(=O)c2ccc(Cl)c(S(=O)(=O)N3CCCC3)c2)cc1	13	-4	-2	-3	-2	8	-1	7
Cc1cc(=O)n2c(n1)SCOC2	-14	1	-2	-6	-3	-12	-1	-3
S=c1[nH]nc(-c2ccc(Cl)cc2)n1-c1ccc(Cl)cc1	4	-1	6	-14	1	-13	1	-4
CCOC(=O)c1sc2nccc(OC)c2c1N=CN(C)C	0	-7	2	4	0	-8	9	1
CCCN(CCC)CCCNC(=O)c1cn(CC)c2ccc(S(=O)(=O)N(C)C3CCCCC3)cc2c1=O	12	-10	10	13	-2	-4	2	35
CCOc1ccc(NC(=O)CSc2nc3cccnc3n2CC)cc1	-1	-8	-10	/	/	9	/	-4
Cc1cccc(N2CCN(C(=O)Cn3cnc4c3c(=O)n(C)c(=O)n4C)CC2)c1C	3	8	0	-32	0	-7	-10	-7
COC(=O)c1cc(C(=O)OC)cc(-n2c(C)cc(C(=O)CC#N)c2C)c1	6	-3	11	6	-3	2	-5	3
CCN(CC)S(=O)(=O)c1ccc(N=Nc2cc(C)cc(Br)c2O)cc1	58*	-3	42*	30	-7	26	-39	2
CS(=O)(=O)Nc1ccc(C(=O)NCCSCc2ccccc2)cc1	14	-3	4	2	0	2	-5	-1
O=C(NC1CCCC1)C(c1ccncc1)N(CCCN1CCOCC1)C(=O)c1ccc(-c2ccccc2)[nH]1 (centres undefined)	7	-2	2	-1	-2	2	-1	5
CCN(C(=O)CN1C(=O)NC(c2ccccc2)(c2ccc(C)c(C)c2)C1=O)C1CCS(=O)(=O)C1 (centres undefined)	3	-10	-6	-4	-1	-5	2	3
Cc1ccccc1NC(=O)c1ccc2nc(N3CCOCC3)sc2c1	9	3	-1	0	-2	2	1	-24
COc1ccccc1OCCNC(=O)Cc1ccc(Cl)c(Cl)c1	-1	5	4	-2	-1	-3	-2	-7
CCOC(=O)c1cc(-c2ccc(C)cc2)n(CC(=O)NCc2ccco2)c1C	6	2	0	0	-2	10	-20	9
Cc1ccc(NC(Cc2cc(C)no2)c2ccccc2)cc1 (centres undefined)	26	2	-1	10	-5	-3	-9	3
O=C(CN1C(=O)CSc2ncccc21)Nc1cccc(Cl)c1	3	1	-5	-3	-1	2	5	21
CCOc1ccccc1NC(=O)Cn1nnc(C(=O)NCCc2ccc(OCC)c(OCC)c2)c1N	2	-12	7	4	1	0	-9	-11
O=C(NCCN1C(=O)S/C(=C\c2ccc(F)cc2)C1=O)C1CCN(S(=O)(=O)c2cccs2)CC1	6	-3	-7	0	1	-3	5	0
Cc1ccc(S(=O)(=O)CC(=O)Nc2ccc(F)c(F)c2F)cc1	10	-12	-12	-7	4	1	4	1
C=C(C)Cn1c(COc2ccccc2)nnc1SCC(=O)O	-27	-2	2	-5	-1	-1	2	2
Cc1cccc(-n2[nH]c(C)c(C=Nc3ccc4[nH]c(=O)[nH]c4c3)c2=O)c1	5	-7	-3	2	1	11	-1	-3

Part of the list above in order of length of the SMILES, falling:
SMILES	CCR6 antag	ATG4B inhibitor	CXCR6 inh	APJ antagonist	APJ agonist	EBI2 block	UBC13 inh	Gli-Sufu antag
CC(=O)Oc1ccc(N2C(=O)[C@@H]3[C@H](C2=O)[C@H]2c4ccccc4C=NN2[C@@H]3C(C)=O)cc1	3	-3	3	24	-2	8	3	-1
CCOC(=O)C1=C(c2ccccc2)NC(SCC(=O)Nc2cccc(C)c2)=C(C#N)C1c1ccco1 (centres undefined)	13	48*	-4	16	-1	21	14	-1
Cc1cccc(-n2[nH]c(C)c(C=Nc3ccc4[nH]c(=O)[nH]c4c3)c2=O)c1	5	-7	-3	2	1	11	-1	-3
CCOc1ccccc1NC(=O)Cn1nnc(C(=O)NCCc2ccc(OCC)c(OCC)c2)c1N	2	-12	7	4	1	0	-9	-11
Cc1cccc(N2CCN(C(=O)Cn3cnc4c3c(=O)n(C)c(=O)n4C)CC2)c1C	3	8	0	-32	0	-7	-10	-7
O=c1c(Oc2ccccc2Br)c(C(F)(F)F)oc2c(CN3CCCC3)c(O)ccc12	14	-8	-2	-2	-1	-8	-5	3
COc1ccc(CCNC(=O)c2ccc(Cl)c(S(=O)(=O)N3CCCC3)c2)cc1	13	-4	-2	-3	-2	8	-1	7
CCN(Cc1ccc(NC(C)=O)cc1)CC1CCCN(CCc2cccc(OC)c2)C1 (centres undefined)	7	-4	2	-8	1	4	-4	61*
O=C(NC1CCCc2ccccc21)C1CCN(c2nnc(-n3cccc3)s2)CC1 (centres undefined)	-4	-2	9	1	-1	18	-7	-2
COc1cc(=O)[nH]c(SCc2c(F)c(F)c(F)c(F)c2F)n1	-6	21	4	14	-2	3	-1	2
O=C(COC(=O)/C=C/c1ccco1)NCCN1C(=O)CSC1=O	9	-2	-1	/	/	2	/	-18
CC1(C)CC2CC(C)(CN2Cc2c(O)ccc3ccccc23)C1 (centres undefined)	10	-6	-6	-11	-1	3	1	6
O=C(CN1C(=O)CSc2ncccc21)Nc1cccc(Cl)c1	3	1	-5	-3	-1	2	5	21
C=C(C)Cn1c(COc2ccccc2)nnc1SCC(=O)O	-27	-2	2	-5	-1	-1	2	2
CCCn1cnc2c(SCc3ccccc3Cl)nc(N)nc21	14	9	-1	/	/	0	/	-13
Nc1[nH]nc2c1NN(c1ccc(Cl)cc1Cl)N2	3	8	11	4	-2	-12	-20	-5
CCNC(=S)Nc1ccc(Cl)c(C(F)(F)F)c1	-5	-10	-3	9	-2	-4	-2	-4
Cc1cc(Cl)ccc1NC(=S)NCc1ccccc1	8	-3	-3	14	3	9	0	0
Cc1sc2ncnc(NCc3cccnc3)c2c1C	-3	-9	-3	18	-4	-2	7	-12

Next part.
SMILES	CCR6 antag	ATG4B inhibitor	CXCR6 inh	APJ antagonist	APJ agonist	EBI2 block	UBC13 inh	Gli-Sufu antag
COc1ccccc1CCNC(=O)C(=O)NCC1OCCN1S(=O)(=O)c1ccc2c(c1)OCCO2 (centres undefined)	4	-8	2	1	-3	-1	-7	13
O=C(NCc1ccccn1)C1(C(F)(F)F)C/C(=C\CCO)CCCO1 (centres undefined)	3	7	4	8	8	-5	3	1
O=C(NC(=S)Nc1ccc2ncccc2c1)c1ccccc1	15	-1	9	9	-2	0	-4	-48
O=C(NNc1ncnc2c1cnn2-c1ccccc1)c1cccs1	6	-12	5	16	-2	6	16	-4
NC(=O)c1ccc(Oc2ncc(C(F)(F)F)cc2Cl)cc1	-2	-6	-7	10	-1	-5	12	-3
CCCNC(=O)COC(=O)CCC(=O)c1ccc(F)cc1	-18	-9	1	13	2	-9	1	17
